Screening results as filed in PubChem BioAssay.
CAL PDZ inh: human CAL PDZ-peptide interaction inhibition; Q9HD26; AID 504414; purified CAL PDZ, TMR-peptide fluorescence polarization, 1 h; inhibition, % at 20 µM; 330,000 compounds, 0.02% hits;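 active = highest replicate inhibition of at least 40%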;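 note: plate controls were DMSO neutral control wells for no effect and unlabeled competitor peptide control wells for full effect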
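Material: tagged CAL PDZ protein CerCALP, purified; buffer or medium: sodium phosphate/NaCl buffer pH 7.4 with TCEP, IgG, Thesit; also added: fluorescent TMR peptide probe; schedule: 1 h incubation at room temperature before polarization reading; technique: fluorescence polarization from S- and P-plane intensities, G-factor corrected; control set: unlabelled peptide and DMSO controls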
E coli growth: bacterial growth inhibition, counter-screen for AddAB inhibitors. E. coli V3065 growth, OD600 absorbance, 18 h. inhibition, % at 11.9 µM. 330,000 compounds, 0.27% hits. AID 449728;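 active = inhibition above the campaign's mean inhibition across all tested compounds plus 3 SD, cut at about 9.9% in these data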;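 note: uninfected addAB+ strain grown without phage in ampicillin broth; 0% = DMSO wells and 100% = ciprofloxacin 0.95 µg/ml wells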
DAGLB inh: diacylglycerol lipase beta (human) inhibition. 340,000 compounds, 0.059% hits. inhibition, % at 5.17 µM. Q8NCG7. HEK293T DAGLB membrane lysate, EnzChek fluorogenic substrate; in the data active = inhibition above about 34%;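 note: 0% = enzyme with vehicle and 100% = wells lacking enzyme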
Target sequence (Q8NCG7 whole entry, looked up): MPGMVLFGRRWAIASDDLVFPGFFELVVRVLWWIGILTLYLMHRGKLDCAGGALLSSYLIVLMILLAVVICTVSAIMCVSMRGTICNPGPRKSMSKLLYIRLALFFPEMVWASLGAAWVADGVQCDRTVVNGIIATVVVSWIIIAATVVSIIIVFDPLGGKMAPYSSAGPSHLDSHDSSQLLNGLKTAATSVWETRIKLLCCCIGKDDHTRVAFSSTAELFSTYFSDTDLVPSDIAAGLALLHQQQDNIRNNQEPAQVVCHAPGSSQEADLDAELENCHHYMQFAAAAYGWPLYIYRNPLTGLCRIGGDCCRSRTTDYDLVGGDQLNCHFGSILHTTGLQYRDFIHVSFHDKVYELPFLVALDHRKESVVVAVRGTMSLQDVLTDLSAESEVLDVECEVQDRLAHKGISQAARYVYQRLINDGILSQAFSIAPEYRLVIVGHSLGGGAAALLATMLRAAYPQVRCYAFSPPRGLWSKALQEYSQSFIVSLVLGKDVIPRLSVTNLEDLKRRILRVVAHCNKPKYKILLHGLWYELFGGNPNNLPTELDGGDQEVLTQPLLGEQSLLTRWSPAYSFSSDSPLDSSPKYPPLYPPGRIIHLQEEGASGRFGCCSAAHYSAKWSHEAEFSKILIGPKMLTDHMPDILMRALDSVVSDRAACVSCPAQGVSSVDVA
AddAB inh: less growth of phage-infected E. coli with AddAB | inhibition, % at 11.9 µM | 330,000 compounds, 0.29% hits | E. coli expressing H. pylori AddAB, absorbance growth; in the data active = inhibition above about 12%;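 note: 0% = vehicle wells of infected cells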
Rtt109 Vps75: blocks Candida albicans Rtt109/Vps75 acetyltransferase activity | 330,000 compounds, 0.16% hits | purified Rtt109/Vps75, ThioGlo CoA-SH fluorescence, 4 h | inhibition, % at 34.9 µM | AID 540336 | Q5AAJ8;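 active = inhibition of at least 50% in every replicate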
Target sequence (Q5AAJ8 whole entry, looked up): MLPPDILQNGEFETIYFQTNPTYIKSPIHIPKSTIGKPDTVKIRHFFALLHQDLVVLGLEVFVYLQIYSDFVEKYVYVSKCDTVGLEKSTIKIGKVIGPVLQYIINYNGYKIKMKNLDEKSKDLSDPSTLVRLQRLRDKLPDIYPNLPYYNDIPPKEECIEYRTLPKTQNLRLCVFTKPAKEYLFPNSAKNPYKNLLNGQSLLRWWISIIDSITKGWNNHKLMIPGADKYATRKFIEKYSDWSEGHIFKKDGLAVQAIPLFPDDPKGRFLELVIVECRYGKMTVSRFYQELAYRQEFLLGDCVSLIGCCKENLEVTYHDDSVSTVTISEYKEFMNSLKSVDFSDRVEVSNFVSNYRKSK
Tat transport: E. coli Tat transport inhibition; inhibition, % at 10 µM; 340,000 compounds, 0.036% hits; AID 488895; E. coli MC4100 TorA-mCherry Tat export, fluorescence;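 active = mean replicate inhibition at least 50% and at least half of replicates individually reaching 50%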;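 note: exported cargo escapes ClpAP degradation while cytoplasmic cargo is degraded and loses fluorescence; 0% = median of neutral control wells and 100% = median of NaSCN control wells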
Wnt act: activates Wnt/beta-catenin signaling in a reporter cell assay | activator, plate reader | activation, % at 9.35 µM | 300,000 compounds, 1.2% hits; in the data active = activation above about 30%, passing the limit was not always enough;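 note: 0% = neutral control wells and 100% = positive control wells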
PfHsp90 yeast 2: reduces growth (ATP signal) of yeast expressing P. falciparum Hsp90. inhibition, % at 9.4 µM. S. cerevisiae expressing PfHsp90, BacTiter-Glo ATP, 48 h; yeast lacking PDR1 and PDR3 efflux regulators. 310,000 compounds, 0.32% hits;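 active = every replicate shows inhibition above about 80%, whatever the replicate mean, limit read from the data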;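 note: 0% = DMSO neutral controls and 100% = 20 µM radicicol positive controls; yeast relying on Plasmodium falciparum Hsp90 in place of its own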
PvdQ inh: blocks Pseudomonas aeruginosa PvdQ acylase activity; purified PvdQ acylase, fluorescence plate reader; inhibition, % at 10 µM; 340,000 compounds, 0.063% hits; AID 488965; in the data active = inhibition above about 30%, passing the limit was not always enough;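 note: 0% = vehicle neutral wells and 100% = reference inhibitor wells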
phage Ecoli inh: E. coli growth loss with phage present. growth absorbance. inhibition, % at 11.9 µM. 360,000 compounds, 0.26% hits. AID 651602; in the data active = inhibition above about 11%
* marks the source's active call; other numbers are inactive results; . = not tested or not shown; & = joins results of further samples.

SMILES	CAL PDZ inh	E coli growth	DAGLB inh	AddAB inh	Rtt109 Vps75	Tat transport	Wnt act	PfHsp90 yeast 2	PvdQ inh	phage Ecoli inh
COc1ccccc1C(=O)C1CCCN(C(=O)c2ccco2)C1 (stereo not drawn)	-2.4	3.1	-4	0.5	4	-4	-1	2	10	-1.5
Cc1ccc2cc3cc(C(=O)N4CCCCC4C)oc3nc2c1 (stereo not drawn)	-1.5	-0.5	-1	1.3	2	5	.	20	-6	1.1
CC1CCC(C(C)C)C(OP(=O)(c2ccccc2)C(O)c2ccncc2)C1 (stereo not drawn)	0.1	0.2	-4	-3.1	-4	-2	-1	-9	0	2.0
C=CCc1ccccc1OCC(O)CN1CCN(C(=O)OCC)CC1 (stereo not drawn)	-0.3	0.4	-1	3.0	-7	4	.	-8	-15	0.3
O=C(COC(=O)C1=COCCO1)NCc1ccc(Cl)cc1	-1.9	2.3	4	3.6	5	11	0	13	-5	2.8
O=C(COC(=O)c1cc(S(=O)(=O)N2CCOCC2)ccc1O)Nc1cc(S(=O)(=O)N2CCCC2)ccc1Cl	-1.2	1.9	0	-0.1	0	0	2	-39	-10	1.5
O=C(COC(=O)/C=C/c1ccc(Cl)cc1)Nc1ccccc1	-2.3	-1.1	-4	3.9	-1	2	0	11	-6	3.8
CCC(=O)Nc1cc2c(cc1C(=O)CC)OCCO2	-0.9	0.3	-4	2.0	-31	-3	.	-22	-10	0.9
NC(=O)C1CCN(C(=S)NCCc2ccccc2)CC1	-1.1	-3.5	0	-2.0	-19	4	4	-18	-4	-2.0
CCCCOc1ccc(C(=O)N/C(=C\c2cccc([N+](=O)[O-])c2)C(=O)OCc2ccco2)cc1	-1.3	0.1	0	1.1	-1	-2	-3	-4	-12	2.6
O=c1c2ccsc2ncn1Cc1ccc(Cl)cc1	-0.5	2.5	-2	3.5	9	-3	-3	4	-10	3.0
O=C(COC(=O)CCS(=O)(=O)c1ccc(Cl)cc1)NCCc1ccccc1	-0.7	0.5	0	2.6	0	-2	0	-5	-13	4.5
O=C(Nc1nc(-c2cccs2)cs1)c1ccc([N+](=O)[O-])o1	0.5	6.5	8	13*	10	-19	18	84*	-11	10
COc1ccc(N2CCN(C(=S)NC(C)c3ccccc3)CC2)cc1 (stereo not drawn)	-1.0	2.1	-2	1.7	-23	1	-2	-6	-6	2.8
O=C(c1ccc(Cl)cc1)c1cnc(Nc2ccccc2Cl)s1	-0.4	-2.1	-13	1.9	-14	10	.	13	-14	3.0
O=C(NCC(=O)N1CCN(S(=O)(=O)c2c(F)cccc2F)CC1)c1ccccc1F	0.1	.	0	.	1	5	4	6	3	3.0
O=C(Nc1ccccc1N1CCCCC1)C1CCN(S(=O)(=O)c2ccccc2C(F)(F)F)CC1	-2.6	-0.3	-14	1.4	6	6	-1	-19	-9	1.0
CCOC(=O)CN(c1ccccc1)S(=O)(=O)c1ccc(F)cc1	-2.1	0.1	-1	-1.1	.	-3	1	6	-14	3.2
CSc1ccccc1C(=O)NC1CCCN(Cc2ccccc2F)C1 (stereo not drawn)	-23	-0.4	-2	-0.6	2	-3	4	-16	-7	2.6
CCOc1ccc(CNC(=O)c2ccc(Sc3ccc(Cl)cc3)c(NC(C)=O)c2)cc1	-0.3	-1.2	-3	0.7	4	5	.	19	-14	3.6
O=C(O)CSc1nc2sc3c(c2c(=O)n1-c1ccccc1)CCC3	-1.5	-0.2	3	1.3	-21	-6	3	-14	-4	0.9
N#Cc1c(-c2ccccc2)cc(-c2ccccc2)nc1SCC(=O)NCC(=O)O	-4.9	4.7	4	0.3	10	0	-1	-52	-16	0.6
CCCCC(=O)Nc1ccc(C(=O)c2ccccc2)cc1	-1.5	2.0	-7	0.7	-3	-1	-4	9	10	4.9
O=C(O)Cn1nc(-c2ccc(F)cc2)oc1=O	1.2	-0.4	1	0.6	-2	1	.	24	-1	2.0
C[C@]12C=CC(=O)C=C1CC[C@@H]1C2C(O)C[C@@]2(C)C1CC[C@]2(O)C(=O)COC(=O)CCC(=O)NC(CC(=O)O)C(=O)O (stereo partly drawn)	-0.8	0.7	1	-0.1	-2	-1	0	-27	5	2.7
COc1ccc(N(CC(=O)Nc2cccc(C)c2C)S(=O)(=O)c2c(C)n[nH]c2C)cc1	-0.6	2.2	0	4.5	1	3	.	.	-13	2.7
COc1cccc(CN=C2Nc3ccccc3CS2)c1	.	2.7	-2	1.9	-3	-5	.	9	-4	3.9
COCCC(=O)N1CCC(Oc2ccc(C(=O)NCCn3cccn3)cc2)CC1	0.6	-2.0	-2	-0.8	-2	3	-1	-8	10	0.2
N#Cc1ccccc1/C=N/Nc1nc(-c2ccccc2)c2cc(Br)ccc2n1	-1.2	-1.1	-2	-1.5	1	-6	-4	-2	1	1.9
CCOC(=O)CNC(=O)CN1CCCN(S(=O)(=O)c2ccc(Br)s2)CC1	.	1.9	2	2.4	7	-2	-9	1	3	4.0

Two compounds drawn at random from those above, as already listed:
SMILES	CAL PDZ inh	E coli growth	DAGLB inh	AddAB inh	Rtt109 Vps75	Tat transport	Wnt act	PfHsp90 yeast 2	PvdQ inh	phage Ecoli inh
O=C(O)CSc1nc2sc3c(c2c(=O)n1-c1ccccc1)CCC3	-1.5	-0.2	3	1.3	-21	-6	3	-14	-4	0.9
N#Cc1ccccc1/C=N/Nc1nc(-c2ccccc2)c2cc(Br)ccc2n1	-1.2	-1.1	-2	-1.5	1	-6	-4	-2	1	1.9

The list continues:
SMILES	CAL PDZ inh	E coli growth	DAGLB inh	AddAB inh	Rtt109 Vps75	Tat transport	Wnt act	PfHsp90 yeast 2	PvdQ inh	phage Ecoli inh
Cc1ccc(S(=O)(=O)NCc2nc3nc(C)cc(C)n3n2)c(C)c1	-0.4	0.9	0	2.2	8	-6	0	-5	-6	1.1
O=C1CC(c2ccccc2F)c2cc3c(cc2N1)CCC3 (stereo not drawn)	-1.4	0.2	-3	1.1	.	-5	.	17	-7	-0.7
Fc1ccc(NC(=S)Nc2ccccc2N2CCOCC2)cc1Cl	.	0.2	-3	0.3	0	5	0	-25	-13	-0.2
CC(C)C[C@H](NC(=O)c1nc[nH]c1C(=O)N1CCN(C(=O)OC(C)(C)C)CC1)C(=O)OC(C)(C)C	-0.9	0.2	-4	1.6	7	10	-16	1	17	2.9
CCN1CCCC1Cn1cnc2c([nH]c3ccc(C)cc32)c1=O (stereo not drawn)	-1.5	-2.0	1	0.8	2	0	-9	-33	-11	1.7
CC(/C=N\NC(=O)CN1CCN(Cc2ccccc2)CC1)=C\c1ccco1	-1.3	-2.0	2	-0.7	-2	-5	-5	9	-6	0.7
O=C(OCc1nnc(-c2ccccc2)o1)c1ccc2c(c1)C(=O)N(CCc1ccccc1)C2=O	-1.6	-1.3	-4	1.2	0	-6	.	9	-9	3.3
OC(c1cc(C(F)(F)F)nc2c(C(F)(F)F)cccc12)C1CCCCN1 (stereo not drawn)	-0.8	0.9	1	-2.1	24	1	-3	18	4	6.4
CC(C)N1CCN(Cc2ccc(OCc3ccccc3)cc2)CC1CCO (stereo not drawn)	-0.9	-0.6	1	3.1	23	2	-6	10	7	2.3
O=c1ccc(Oc2nc(N3CCOCC3)nc(N3CCOCC3)n2)n[nH]1	-1.2	-0.3	0	1.0	1	3	.	24	2	3.9
O=C(NCc1cccnc1)c1ccc(=O)oc1	1.6	-2.6	-1	3.7	-6	4	.	-12	-10	1.7
COc1ccccc1/C=C/C=N/NC(=O)CN1CCN(S(=O)(=O)c2ccc(C)cc2)CC1	-0.4	-1.4	-1	0.9	25	-6	-7	3	-14	0.1
Cc1cccc(NC(=S)N2N=CCC2c2ccccc2)c1 (stereo not drawn)	-1.6	-0.6	-4	0.1	3	8	6	.	7	4.5
O=C(Oc1ccc([N+](=O)[O-])cc1)c1cccnc1	-1.7	3.0	0	0.6	1	-6	-2	-10	2	3.0
CCOc1cc(Cl)c(S(=O)(=O)NCCCN2CCOCC2)cc1Cl	-0.9	-1.8	0	2.6	-16	-6	-2	-31	-13	-3.0
Cc1cc(C)c[n+](-c2nc3ccccc3nc2C(=C=[N-])C#N)c1	0.2&0.8	0.1&3.1	3&2	5.5&4.9	-2	-3&-1	-4	0&8	-13&-4	3.2&2.6
COc1ccc(/C=C/C(=O)OCC(=O)c2ccc3c(c2)NC(=O)CO3)c(OC)c1	0.4	1.2	2	1.9	7	2	0	-36	-3	-1.1
CCc1ccc(CN(C)C(=O)c2cc(COc3ccc(-n4cncn4)cc3)on2)cc1	-3.4	0.3	0	1.2	5	16	6	7	-7	1.2
O=C1Cc2cc(S(=O)(=O)N3CCN(c4cccc(Cl)c4)CC3)ccc2N1	0.7	-0.3	0	-0.9	19	5	-2	-26	5	1.3
CN(C)S(=O)(=O)c1ccc(C(=O)Nc2ccccc2C(=O)NCCCN2CCOCC2)cc1	-0.4	1.3	-1	2.3	2	7	1	3	4	-1.7
COc1ccc(CCN2CC(C(=O)OCC(=O)N(C)Cc3ccccc3)CC2=O)cc1OC (stereo not drawn)	0.1	4.4	-4	0.9	5	-14	-1	-1	2	2.0
CCOc1ccc(NC(=O)c2sc3nc4n(c(=O)c3c2C)CCC4)cc1	-0.7	-0.8	-2	3.7	-6	3	1	-19	-9	0.4
CC(=O)c1cn(CC(=O)Nc2ccccc2F)c2ccccc12	1.1	2.6	-3	6.4	-17	-6	-5	0	0	3.7
O=C1c2cc(Cl)ccc2-c2c(O)cc(Cl)cc21	0.0	.	11	.	-4	2	-17	97*	-2	13*
O=C(c1cc2ccccc2o1)c1nc2c(n1O)CCCCC2	-3.6	-3.2	1	1.2	9	-3	22	-49	-30	-2.1
Nc1ncnc2c1nc(Br)n2[C@@H]1O[C@@H]2COP(=O)(O)O[C@H]2[C@H]1O	-0.7	-1.3	1	-1.8	9	-7	-2	-9	9	4.6
CCCCSc1nc(C)nc2c1c(=O)n(C)c(=O)n2C	-0.8	0.9	-4	-2.2	-4	3	-3	-69	-9	1.6
COCC1CCCN(C(=O)c2ccc3oc(Cc4ccc(Cl)cc4)nc3c2)C1 (stereo not drawn)	-1.3	-0.6	-1	3.6	-11	3	0	-6	-1	2.6
CN(c1ccccc1)S(=O)(=O)c1cccc(NC(=O)COc2cccc([N+](=O)[O-])c2)c1	0.1	-3.3	-1	-1.9	6	10	4	-1	-16	2.3
COC(=O)c1cccc2nc3c(C(C)O)cccc3nc12 (stereo not drawn)	0.6	-0.5	3	5.2	21	-2	-1	13	3	0.8
Cc1c(C(=O)C(=O)NCCc2ccc(S(N)(=O)=O)cc2)c2ccccc2n1C	-0.7	0.9	1	1.8	6	5	-1	-3	7	2.8
Cc1ccc(NC(=O)c2nc[nH]c2C(=O)N2CCC(C)CC2)cc1	-6.5	-3.6	0	1.1	4	-2	3	9	-19	2.5
Cc1cc2c(OCC(O)CN3CCCCC3)cccc2[nH]1 (stereo not drawn)	-0.1	0.9	0	0.0	8	4	-8	5	3	1.1
Cc1ccc(CNc2oc(C)nc2C#N)cc1	0.3	1.8	0	2.9	1	0	-3	6	-6	1.1
